# Rin1-Abl PPI inh = human Rin1-Abl interaction inhibition | P00519+Q13671 | TR-FRET Rin1/Abl binding, biochemical | inhibition, % at 7.35 µM | 360,000 compounds, 0.4% hits; in the data active means inhibition above about 5%, passing the limit was not always enough
# Rpn11 block = Rpn11 (human) deubiquitinase inhibition. O00487. human 26S proteasome, Ub4-pepOG fluorescence polarization; 20S core pre-blocked with epoxomicin. calls only at 20 µM. 360,000 compounds, 0.59% hits. AID 588493;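 active means inhibition at 20 µM, scaled to each plate's controls, above about 33%, limit read from the data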
# MLLE-PAM2 inh = inhibitors of microRNA-mediated deadenylation, human PABP1 MLLE binding | AID 588489 | P11940 | GST-MLLE / FITC-PAM2 fluorescence polarization | inhibition, % at 20 µM | 360,000 compounds, 0.36% hits; in the data active means inhibition above about 35%, passing the limit was not always enough;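 further: plate controls were DMSO wells with GST-MLLE for no effect and wells lacking GST-MLLE protein for full effect; some results filed as inactive read as strong as hits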
# FAS TE block = blocks the thioesterase domain of human fatty acid synthase. inhibition, % at 15 µM. P49327. recombinant FAS-TE, OMFH fluorogenic substrate, fluorescence endpoint. AID 602261. 360,000 compounds, 0.67% hits;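 active means compounds whose normalised, plate-corrected inhibition of enzyme fluorescence in the single-dose primary screen is 50% or more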;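 further: 0% = DMSO with enzyme and 100% = substrate without enzyme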
# MT1-MMP act inh = inhibitors of human MT1-MMP activation | HT1080 RFP-PRO-GFP cells, GFP/RFP ratio fluorescence, overnight; percent of plate control window, DMSO zero | GFP/RFP ratio change, % at 20 µM | AID 651647 | 360,000 compounds, 0.061% hits;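 active means GFP/RFP ratio change of at least 30% with cell ATP level not reduced by more than half and red fluorescence within 50% of control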; further: strong numbers were not always called active
#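 system = RFP-PRO-GFP reporter HT1080 cells | dosing = 20 µM single dose, 1% DMSO | timing = overnight cell settling, then overnight compound exposure, 37 °C, 5% CO2 | read-out basis = GFP/RFP fluorescence ratio | controls = DMSO and RFP-L50D-GFP cell wells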
# Neddylation inh = blocks human cullin neddylation; P61081+Q13564; TR-FRET cullin neddylation, biochemical; calls only at 25 µM; 360,000 compounds, 0.58% hits; in the data active means inhibition above about 36%
# Target sequence (P61081 whole entry, looked up): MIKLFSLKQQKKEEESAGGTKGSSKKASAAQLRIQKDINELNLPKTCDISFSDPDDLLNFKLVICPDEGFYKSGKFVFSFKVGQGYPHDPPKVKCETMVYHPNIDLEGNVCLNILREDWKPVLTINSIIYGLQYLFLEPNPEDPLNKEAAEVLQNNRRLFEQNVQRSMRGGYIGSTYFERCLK
# Target sequence (Q13564 whole entry, looked up): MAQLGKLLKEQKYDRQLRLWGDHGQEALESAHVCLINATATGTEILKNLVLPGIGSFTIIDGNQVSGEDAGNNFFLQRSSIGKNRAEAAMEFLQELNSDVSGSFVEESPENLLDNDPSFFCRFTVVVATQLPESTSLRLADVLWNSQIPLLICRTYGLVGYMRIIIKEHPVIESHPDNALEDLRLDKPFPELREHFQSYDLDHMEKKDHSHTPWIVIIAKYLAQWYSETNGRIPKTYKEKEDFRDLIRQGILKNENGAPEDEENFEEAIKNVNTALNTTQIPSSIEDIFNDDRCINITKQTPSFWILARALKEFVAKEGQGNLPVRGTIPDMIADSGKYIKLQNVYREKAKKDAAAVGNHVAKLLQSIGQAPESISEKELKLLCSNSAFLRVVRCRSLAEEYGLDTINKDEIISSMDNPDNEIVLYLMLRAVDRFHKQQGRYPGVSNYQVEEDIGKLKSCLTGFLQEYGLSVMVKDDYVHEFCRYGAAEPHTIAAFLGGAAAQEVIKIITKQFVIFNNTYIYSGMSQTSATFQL
# NadD inh = NadD (S. aureus) enzyme inhibition; inhibition, % at 20 µM; 360,000 compounds, 0.78% hits; purified NadD enzyme, colorimetric absorbance read-out; AID 602399; in the data active means inhibition above about 26%; further: some compounds past the cut are filed as inactive
# CSN inh = inhibitors of human CSN-mediated cullin deneddylation | Q92905 | Purified CSN, SCF-Nedd8-OG deneddylation, fluorescence polarization | inhibition, % at 12.5 µM | 360,000 compounds, 0.38% hits | AID 651999;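 active means pattern-corrected inhibition above about 35%, with an unprinted fluorescence ratio check between 0.5 and 1.5, limit read from the data, passing the limit was not always enough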;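 further: 0% = enzyme with substrate and 100% = substrate without enzyme; some results filed as inactive read as strong as hits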
# Target sequence (Q92905 whole entry, looked up, one chain of several): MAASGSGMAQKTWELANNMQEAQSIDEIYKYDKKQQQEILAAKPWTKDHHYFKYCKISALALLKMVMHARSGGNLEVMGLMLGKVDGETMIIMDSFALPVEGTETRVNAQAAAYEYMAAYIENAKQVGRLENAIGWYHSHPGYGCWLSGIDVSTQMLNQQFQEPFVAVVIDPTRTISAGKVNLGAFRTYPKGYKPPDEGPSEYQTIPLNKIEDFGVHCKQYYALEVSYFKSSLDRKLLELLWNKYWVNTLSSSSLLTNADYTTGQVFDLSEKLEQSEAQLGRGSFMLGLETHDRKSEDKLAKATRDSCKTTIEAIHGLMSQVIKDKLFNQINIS
#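 Assay system: purified human Csn5 enzyme expressed in HEK293T cells; measure: % inhibition; also added: SCFSkp2-Nedd8OG substrate at 10 nM final; technique: fluorescence polarization; times: reaction 90 min, room temperature; medium: Tris buffer pH 7.5, NaCl, DTT, Tween-20, trehalose, ovalbumin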
# SKN-1 inh = inhibitors of C. elegans SKN-1 | C. elegans VP596 Pgst-4::GFP/RFP ratio, acrylamide-induced, 24 h | inhibition, % at 21.8 µM | 360,000 compounds, 0.49% hits | AID 624304;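 active means interference check ratio from 0.5 to 1.5 plus GFP to RFP signal ratio inhibition reaching or exceeding a fixed threshold, cut at about 30% in these data, passing the limit was not always enough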; further: some compounds called inactive have numbers as strong as hits
# Numbers without * were called inactive; i = inactive; x = no result given.
SMILES,Rin1-Abl PPI inh,Rpn11 block,MLLE-PAM2 inh,FAS TE block,MT1-MMP act inh,Neddylation inh,NadD inh,CSN inh,SKN-1 inh
COc1ccc(CN2CC[C@@H](N3CCOCC3)[C@H](O)C2)cc1F,-3,i,4,-3,0,i,-4,2,6
C/C=C(/C)C(=O)O[C@@H]([C@H](O)c1cc2ccc(=O)oc2cc1OC)C(C)(C)O[C@@H]1O[C@H](CO)[C@@H](O)[C@H](O)[C@H]1O,-1,i,11,-10,-1,x,1,-3,12
O=c1c(-c2ccc(Cl)cc2)cnc2n1CCS2,-3,i,1,-4,2,i,-4,-5,-4
O=S(=O)(c1ccccc1OC(F)(F)F)N1CCN(c2ccnc3cc(Cl)ccc23)CC1,-1,i,2,37,-1,i,7,-9,1
CC(CNC(=O)CCCn1c(=O)c2cccn2c2cccnc21)c1ccccc1 (stereo not given),-19,i,-14,9,-2,i,-6,5,22
Cc1ccc(NC(=O)C2CCN(C(=O)c3cccs3)CC2)cc1,1,i,16,-2,-4,i,0,2,2
Nc1cc2c(cc1Cl)-c1ccc(Cl)cc1C2=O,-1,i,0,-2,4,i,2,4,-9
Cc1ccc(C(=O)NCC(=O)N(C)CC(=O)Nc2c(Cl)cccc2Cl)s1,0,i,6,-3,5,i,-5,-2,0
CC(C)c1nnc(NC(=O)CCC(=O)NCC2CCCO2)s1 (stereo not given),2,i,4,-7,3,i,4,7,-4
CCc1ccc(N(CC)C(=O)Cc2c(C(=O)O)n(C)c3ccccc23)cc1,5,i,-13,-1,-2,i,2,3,-1
O=C(COc1cccnc1[N+](=O)[O-])N1CCC(Cc2ccccc2)CC1,4,i,-26,16,8,i,1,-3,0
O=C(Nc1c2c(nn1-c1ccc([N+](=O)[O-])cc1)CS(=O)(=O)C2)c1ccco1,-1,i,-6,4,-2,i,0,5,19
C=CCc1ccc(OCCOCCN(C)C)c(OC)c1,-1,i,3,-5,-3,i,-6,1,9
CC(Sc1ccc2nnc(-c3ccc(F)cc3)n2n1)C(=O)O (stereo not given),-2,i,1,-3,4,i,2,-2,-32
COc1cc(OC)nc(Oc2ccc(N)c(C)c2)n1,2,i,-4,-4,-3,i,-2,0,6
Cc1ccc(CN(C)C2CCN(C)CC2)cc1,0,i,-5,-4,5,i,1,-6,13
CC(NC(=O)CC1CCCCC1)c1ccccc1 (stereo not given),2,i,-5,-4,0,i,-6,0,14
CCCCN(Cc1ccccc1)S(=O)(=O)c1cc(Br)cc2c1N(C(C)=O)C(C)C2 (stereo not given),1,i,-4,32,-13,i,0,-1,-2
O=C(CSc1nnc(-c2ccc(Br)cc2)n1C1CCCCC1)N1CCCC1,0,i,-39,-4,-3,i,0,-3,-2
CN(CCc1ccccc1)c1cc2c(c3c1ccn3C)C1CCC2O1 (stereo not given),-4,i,11,3,5,i,-7,0,12
CCOc1ncccc1C(=O)NNC(=O)c1cccc(S(=O)(=O)Nc2ccccc2OC)c1,3,i,22,-7,2,i,3,4,13
COc1ccc(-c2nnc3n2N=C(C)CS3)cc1OC,-3,i,1,-5,-5,i,4,2,-7
Cn1c(N)c(C(=O)CSc2nnc(N)s2)c(=O)n(C)c1=O,3,i,-2,-8,-5,i,-3,1,-10
Cc1cccc(NC(=O)Cn2cnc3c(cnn3-c3ccc(F)cc3)c2=O)c1C,-1,i,6,-6,3,i,-4,0,4
CCOc1ccccc1C1C2=C(COC2=O)Nc2cc3c(cc21)OCO3 (stereo not given),0,i,4,1,20,x,0,4,6
COc1c(C(=O)Nc2nnc(C3CC3)s2)csc1Cl,0,i,-7,-4,-3,i,-5,-2,3
Cc1cc(NC(=O)CSc2nc(CC(C)(C)C)nc3c2c(=O)n(C)c(=O)n3C)no1,0,i,-7,12,-11,i,4,0,-2
O=C(Cc1cccc(NC(=O)C2CCN(C(=O)C3CCCC3)CC2)c1)Nc1cccc(C(=O)N2CCCC2)c1,-1,i,4,-13,4,i,2,0,25
CCCCCn1c(=O)[nH]c2cc(C(=O)N3CCN(c4ccc(F)cc4)CC3)ccc2c1=O,0,i,11,-2,-3,i,-3,1,9
O=C(Nc1nnc(S(=O)(=O)Nc2ccccc2)s1)C1CCCCC1,-2,i,-18,0,3,i,1,-1,3
C/C(CC(C)C)=N\Oc1nc(C)cc(C)n1,1,i,1,-7,-1,i,-5,3,0
CCn1c(SCC(=O)Nc2ccc3[nH]c(=O)[nH]c3c2)nc2ccccc21,0,i,-82,-10,-6,i,5,-3,1
Cn1c(=O)n(Cc2ccc(F)cc2)c(=O)c2c1nc1n2CCCN1Cc1ccccc1,0,i,-17,12,-1,i,3,-8,-15
Cc1ccc(C(C)NC(=O)c2c(C)noc2C)cc1C (stereo not given),0,i,-17,-2,-3,i,-7,-1,-4
COc1ccc(C(=O)NCC(=O)OCC(=O)N(C)c2ccccc2)cc1,-3,i,-1,-4,-1,i,0,3,-9
NS(=O)(=O)c1ccc(CCNC(=O)CSCc2ccccc2)cc1,3,i,13,-6,-2,i,-1,8,-2
CC1=C(C(=O)OC2CCCCC2)C(c2ccccc2F)NC(=O)N1 (stereo not given),4,i,0,15,7,i,-3,5,-3
Cc1onc(-c2ccccc2)c1C1=N/C(=C\c2ccccc2F)C(=O)O1,1,i,14,-5,-2,i,1,6,3
O=C1c2cccc3cccc(c23)C(=O)N1CCCn1ccnc1,-4,i,-9,-7,1,i,0,2,-7
COc1ccccc1NC(=O)C(C)OC(=O)CSCC(=O)Nc1ccc(C)cc1C (stereo not given),0,i,-1,-3,3,i,0,1,-1
Cc1ccc(S(=O)(=O)N2CCCCC2)c2nsnc12,-1,i,8,-4,-3,i,-5,2,4
CC(C)NC(=O)NNC(=O)c1cc(COc2cc(Cl)cc(Cl)c2)on1,-2,i,17,-2,0,i,-1,3,-3
O=C(NNS(=O)(=O)c1ccc(Cl)cc1)NC1CCCCC1,-4,i,-6,-2,-5,i,2,-4,1
C/C=C1\COC(C(=O)NCc2ccncc2)(C(F)(F)F)C=C1C=C1CCCCC1 (stereo not given),-1,i,22,1,1,i,-1,-7,24
Cc1noc(NS(=O)(=O)c2ccc(NC(=O)CSc3nc4ccccc4s3)cc2)c1C,-1,i,32,-3,6,i,3,4,-8
CC(c1ccco1)N(C(=O)c1ccc(C(F)(F)F)cc1)c1ccccn1 (stereo not given),-4,i,6,4,4,i,-6,10,-14
COc1c(Br)cc2c(C)c(C(=O)O)oc2c1Br,-4,i,5,-7,-4,i,-3,3,2
O=C(O)COc1ccccc1C=NNC(=O)c1ccccc1NS(=O)(=O)c1cccs1,0,i,3,-7,-6,i,5,-2,1
NC(=O)c1cc2c3ccccc3ccn2c1-c1ccccc1,1,i,46*,19,-47,i,5,-9,10
Cc1ccc(NC(=O)c2ccco2)c(NC(=O)CN2C(=O)c3ccccc3C2=O)c1,4,i,-1,-4,-1,i,6,-5,-9
CCOCCCNC(=O)c1ccc(C2SCC(=O)N2Cc2ccccc2)cc1 (stereo not given),2,i,7,8,-2,i,1,-3,2
CCc1ccc(NC(=O)COc2coc(CN3CCc4ccccc4C3)cc2=O)cc1,3,i,0,-16,0,i,-7,1,7
C#CCN(C[C@H]1[C@H](OC(=O)NCCCCCC)[C@H](OC(=O)NCCCCCC)C[C@@H](C(=O)OC)[C@H]1C(=O)OC)S(=O)(=O)c1ccc(C)cc1,1,i,6,12,-7,i,17,-2,-6
Cc1cccc(N(C(=O)CNC(=O)c2cccs2)C(C(=O)NC2CCCC2)c2ccncc2)c1 (stereo not given),0,i,0,-4,-3,i,-9,0,15
O=[N+]([O-])c1cccc(/C=N/NC2CCS(=O)(=O)C2)c1 (stereo not given),-2,i,11,-3,-2,i,-1,-2,-10
CCn1c(=O)cc(OCC(=O)NCC2CCCO2)c2ccccc21 (stereo not given),3,i,17,-9,1,i,3,5,-24
CCS(=O)(=O)N1CCN(S(=O)(=O)c2ccccc2[N+](=O)[O-])CC1,0,i,7,0,-1,i,-1,-6,10
Cc1ccc(C)c2[nH]c(=O)c(CN(CC3CCCO3)C(=O)NC3CCCCC3)cc12 (stereo not given),-5,i,-1,3,1,i,8,2,-2
N#Cc1sc2nc3c(c(-c4ccco4)c2c1N)CCCC3,-1,i,6,15,5,i,0,2,24
CCOc1ccc(NC(=O)c2cc(SC)ccc2Cl)cc1,-1,i,16,11,3,i,-8,-16,-3

# Among those listed so far, these have a CF3 group:
SMILES,Rin1-Abl PPI inh,Rpn11 block,MLLE-PAM2 inh,FAS TE block,MT1-MMP act inh,Neddylation inh,NadD inh,CSN inh,SKN-1 inh
O=S(=O)(c1ccccc1OC(F)(F)F)N1CCN(c2ccnc3cc(Cl)ccc23)CC1,-1,i,2,37,-1,i,7,-9,1
C/C=C1\COC(C(=O)NCc2ccncc2)(C(F)(F)F)C=C1C=C1CCCCC1 (stereo not given),-1,i,22,1,1,i,-1,-7,24
CC(c1ccco1)N(C(=O)c1ccc(C(F)(F)F)cc1)c1ccccn1 (stereo not given),-4,i,6,4,4,i,-6,10,-14

# Other compounds follow:
SMILES,Rin1-Abl PPI inh,Rpn11 block,MLLE-PAM2 inh,FAS TE block,MT1-MMP act inh,Neddylation inh,NadD inh,CSN inh,SKN-1 inh
CN1CCN(C(=S)c2ccc(-c3cc(Cl)ccc3Cl)o2)CC1,-4,i,11,23,5,i,-9,15,0
Cc1c(C(C)(C)O)[nH]c2ccc(C#N)cc12,2,i,4,-9,5,i,-2,-2,4
CC(C)(O)C1Cc2cc(/C=C/C(=O)O)c(O)cc2O1 (stereo not given),2,i,16,0,5,i,21,2,10
O=C(CCCl)N1c2ccccc2C=Cc2ccccc21,1,i,-8,2,3,i,2,-1,8
NC(=O)C1CCN(Cc2nc3cc(Cl)ccc3c(=O)[nH]2)CC1,0,i,-21,-11,0,i,-7,-3,-7
COc1ccccc1N1CCN(C(=O)[C@H](C)NS(=O)(=O)c2ccc3c(c2)OCCCO3)CC1,3,i,41*,-4,0,i,-1,-2,2
CCCC(=O)N1CCCC(C(=O)c2ccc(OC)c(OC)c2)C1 (stereo not given),1,i,4,-3,2,i,-5,-2,-3
Cc1ccn2c(=O)nc(SCC(=O)N3CCC(C)CC3)nc2c1,1,i,1,-6,-2,i,-1,2,6
CCn1cc(CNCc2c(C(=O)N3CCCCC3)nc3c(C)cccn23)cn1,0,i,-8,-3,2,i,0,-2,3
C[C@H](O)[C@@H]1CN2CCc3c([nH]c4ccccc34)[C@@H]2C[C@@H]1N(C)C(=O)OCc1ccccc1,2,i,63,0,-10,x,-1,-8,6
Cc1ccc(S(=O)(=O)N2CCCN(C)CC2)cc1,4,i,-3,-5,3,i,0,-4,-9
CCOC(=O)C(CC)Sc1cc(C)nc2ccc(OC)cc12 (stereo not given),-43,i,-10,2,1,i,-6,1,-2
CC/C(=N\NC(=O)c1csc(C)c1C)c1cccs1,-2,i,-7,-9,1,i,-2,0,8
CC(N)C(=O)NC(C(=O)NC(C)C(=O)Nc1cccc2ccccc12)C(C)C (stereo not given),-4,i,-12,-2,5,i,-3,4,-6

# Complete entries as entered above. Screens in order: Rin1-Abl PPI inh | Rpn11 block | MLLE-PAM2 inh | FAS TE block | MT1-MMP act inh | Neddylation inh | NadD inh | CSN inh | SKN-1 inh
# Record of CCCC(=O)N1CCCC(C(=O)c2ccc(OC)c(OC)c2)C1 (stereo not given) = 1 | i | 4 | -3 | 2 | i | -5 | -2 | -3
# Record of CC(C)(O)C1Cc2cc(/C=C/C(=O)O)c(O)cc2O1 (stereo not given) = 2 | i | 16 | 0 | 5 | i | 21 | 2 | 10
# Record of Cc1c(C(C)(C)O)[nH]c2ccc(C#N)cc12 = 2 | i | 4 | -9 | 5 | i | -2 | -2 | 4

# High-throughput results as filed in PubChem.
